# NR2F2 inh – blocks human COUP-TFII nuclear receptor. P24468. HEK293T NGFI-A luciferase reporter, luminescence. inhibition, % at 8.6 µM. 0.7% of 370,000 active. AID 686940;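 active means inhibition above a per-plate cutoff, mean inhibition of test wells between control levels plus 3 SD, cut at about 38% in these data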;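 further: cells cotransfected with COUP-TFII expression vector driving the NGFI-A reporter; 0% = median of COUP-TF2 test wells and 100% = reporter-only cells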
# ABHD5-PLIN5 inh – blocks binding of human ABHD5 to perilipin-5. Q00G26+Q8WTS1. Split G. princeps luciferase complementation, luminescence, 4 h. inhibition, % at 4 µM. 0.78% of 360,000 active. AID 602281;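 active means inhibition above the mean inhibition across every tested compound plus 3 SD, cut at about 22% in these data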;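 further: 0% = DMSO only wells and the 100% control is not disclosed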
# Target sequence (Q00G26 whole entry, looked up): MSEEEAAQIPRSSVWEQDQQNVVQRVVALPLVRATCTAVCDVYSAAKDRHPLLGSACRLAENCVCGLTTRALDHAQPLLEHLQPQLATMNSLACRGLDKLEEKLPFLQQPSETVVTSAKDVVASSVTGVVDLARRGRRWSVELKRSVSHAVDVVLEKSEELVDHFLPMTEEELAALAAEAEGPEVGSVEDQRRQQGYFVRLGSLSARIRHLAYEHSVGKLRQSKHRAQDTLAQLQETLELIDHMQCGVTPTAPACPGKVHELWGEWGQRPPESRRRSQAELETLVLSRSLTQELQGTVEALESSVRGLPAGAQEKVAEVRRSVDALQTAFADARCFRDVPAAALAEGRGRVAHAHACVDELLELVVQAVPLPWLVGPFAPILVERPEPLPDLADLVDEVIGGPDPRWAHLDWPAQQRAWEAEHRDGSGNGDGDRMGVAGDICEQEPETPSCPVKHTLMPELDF
# Target sequence (Q8WTS1 whole entry, looked up): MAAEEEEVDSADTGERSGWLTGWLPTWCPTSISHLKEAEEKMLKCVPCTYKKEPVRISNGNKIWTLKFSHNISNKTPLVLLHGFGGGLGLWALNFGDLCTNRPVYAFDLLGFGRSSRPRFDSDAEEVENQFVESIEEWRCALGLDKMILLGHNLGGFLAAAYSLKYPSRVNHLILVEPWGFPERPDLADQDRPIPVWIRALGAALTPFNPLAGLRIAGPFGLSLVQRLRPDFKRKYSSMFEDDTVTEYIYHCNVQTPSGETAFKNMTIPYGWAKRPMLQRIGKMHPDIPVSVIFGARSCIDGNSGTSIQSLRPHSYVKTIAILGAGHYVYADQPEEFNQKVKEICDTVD
# TROY NFkB inh – inhibitors of TROY-dependent NF-kB signaling; inhibition, % at 10 µM; Q293 LMP1-TROYcd NF-kB luciferase reporter, 4 h; 0.98% of 360,000 active;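 active means compounds whose plate-normalised and pattern-corrected inhibition of the luciferase reporter signal at the single screening dose is 50% or more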
# TLR9-MyD88 block – blocks human TLR9 binding to MyD88; Q9NR96+Q99836; CHO BLA complementation TLR9-MyD88, CCF4 FRET ratio; inhibition, % at 4.98 µM; 0.21% of 340,000 active; AID 504734;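 active means inhibition above the mean over all tested compounds plus 3 SD, cut at about 21% in these data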;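 further: 0% = DMSO only wells and 100% = clavulanate BLA inhibitor control wells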
# NCOA2 inhibitor – human SRC2 (NCOA2) inhibition. HEK293 GAL4-SRC2 luciferase reporter, luminescence. AID 651957. Q15596. inhibition, % at 9 µM. 0.17% of 370,000 active;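 active means inhibition above the mean inhibition of all tested compounds plus 3 SD, set per campaign, cut at about 52% in these data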;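 further: 0% = DMSO treated cells and 100% = cells given Gossypol at 36 µM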
# NR5A2 inv ag – inverse agonists of human LRH-1 (NR5A2); O00482; HEK293T StAR-luciferase reporter, LRH-1 transfected, 24 h; inhibition, % at 3.6 µM; 0.13% of 360,000 active; AID 602396;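 active means inhibition above the mean inhibition of all tested compounds plus 3 SD, cut at about 73% in these data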;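 further: 0% = DMSO wells and 100% = reporter-only cells lacking LRH-1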
# SRC1 inh – inhibits human SRC1 coactivator. inhibition, % at 3.6 µM. 0.12% of 360,000 active. AID 588354. Q15788. HEK293 GAL4-SRC1 luciferase reporter, luminescence;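 active means inhibition above the campaign mean plus 3 SD, with each screening campaign given its own cutoff, cut at about 60% in these data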;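 further: 0% = DMSO treated cells and 100% = gossypol at 36 µM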
# SRC3 inh – inhibits human SRC3 coactivator. HEK293 GAL4-SRC3 luciferase reporter, luminescence. inhibition, % at 3.6 µM. 0.17% of 360,000 active. Q9Y6Q9;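 active means inhibition above a per-campaign cutoff, the mean of all compounds plus 3 SD, cut at about 60% in these data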;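 further: 0% = DMSO-treated cells and 100% = gossypol-treated cells at 36 µM; higher means less SRC3-driven luciferase light from the GAL4 reporter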
# Granule exo inh – lytic granule exocytosis inhibition | TALL-104 LAMP-1 surface exposure, flow cytometry; cells stimulated with thapsigargin and PMA | inhibition, % at 10 µM | 0.66% of 360,000 active | AID 651702;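 active means inhibition above about 55%, limit read from the data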
# TWEAK-Fn14 inh – TWEAK-Fn14 signaling inhibition | TWEAK-stimulated Fn14 reporter cells, luciferase luminescence, 8 h | inhibition, % at 10 µM | 2% of 360,000 active; in the data active means inhibition above about 50%
# NOD2 RIPK2 PPI – NOD2-RIPK2 protein interaction inhibition. CHO BLA complementation NOD2-RIPK2, CCF4 ratio. 0.38% of 360,000 active. O43353. inhibition, % at 4.98 µM. AID 624267; in the data active means inhibition above about 21%;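 further: 0% = vehicle only and 100% = reference blocker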
# An asterisk follows results filed as active; · = no result given. An excerpt. The share of hits here may be higher or lower than overall.
SMILES,NR2F2 inh,ABHD5-PLIN5 inh,TROY NFkB inh,TLR9-MyD88 block,NCOA2 inhibitor,NR5A2 inv ag,SRC1 inh,SRC3 inh,Granule exo inh,TWEAK-Fn14 inh,NOD2 RIPK2 PPI
CCCCCCCCCC[n+]1cccc2c3ccccc3ccc21,83*,27*,51*,7,44,90*,58,82*,70*,73*,10
O=C(COC(=O)CCNS(=O)(=O)c1ccc(Cl)cc1)NCc1ccco1,-5,4,8,3,-17,-10,-13,5,3,-5,0
COC(=O)c1ccc(NC(=O)CSc2nc(=O)cc(N)n2-c2ccccc2)cc1,-11,1,-10,-1,19,-11,17,9,-3,6,3
CCc1noc(C)c1C(=O)OCC(=O)Nc1cccc(C)c1,5,-5,-9,-5,23,-5,-9,0,2,2,2
Cc1cc(OCCN2CCCCCC2)ccc1[N+](=O)[O-],-9,4,0,-7,11,3,-5,-20,3,-5,-7
O=C(COC(=O)c1ccc(Cl)nc1)NCCc1ccc(F)cc1,0,2,-7,-4,-40,14,6,7,2,-2,1
CCCCN(C)S(=O)(=O)c1cc2c(cc1Br)CCN2C(=O)C1CC1,28,-4,12,5,25,8,-18,6,-2,6,-3
O=C(Nc1ccc2c(c1)CCC2)c1cccs1,-29,-5,-26,-10,-89,-117,-125,-93,1,4,-9
CCN(CC)S(=O)(=O)c1ccc2oc(SCC3CN=C(c4ccc(OC)cc4)S3)nc2c1 (stereo not given),-10,-11,18,-7,7,7,-2,-21,1,33,-12
Cc1cc(C)c(C)c(S(=O)(=O)N2CCN(c3ccccn3)CC2)c1C,-29,-1,1,-10,-19,11,0,15,0,15,-22
COc1ccc(-c2coc3c(C(=O)N4CCN(C)CC4)cccc23)c(C)c1,-4,2,18,·,10,4,3,-9,5,-20,13
Cc1[nH]c(=O)[nH]c(=O)c1S(=O)(=O)N1CCC(C(=O)N2CCN(c3cccc(C(F)(F)F)c3)CC2)CC1,1,3,5,1,-7,3,-8,8,8,-14,8
COc1ccccc1N1CCN(C2CCCN(C(=O)Cn3cccn3)C2)CC1 (stereo not given),-6,-9,14,-2,7,8,3,-4,-1,-11,2
COc1cc(CN2CCN(Cc3ccc4cc(F)ccc4n3)CC2CCO)cc(OC)c1 (stereo not given),2,4,14,-5,-6,-5,-10,4,9,-8,-9
CCNC(=O)C1(C)CCCN(C(=O)/C=C/c2ccccc2)C1 (stereo not given),-17,4,-7,·,-28,-20,2,-6,-9,-14,-2
O=C1CC(c2ccccc2)Sc2ccccc2N1 (stereo not given),7,0,12,-3,-20,-35,-29,-93,-2,2,-11
CCNc1nc(NCC)nc(N(C)/N=C/c2ccco2)n1,-24,3,10,3,-25,9,-25,-8,-8,0,-1
O=C(c1ccc(Cl)cc1[N+](=O)[O-])N1CCc2ccccc2C1,16,-3,2,0,-30,3,3,-7,-1,-18,5
C=CCSC1=N/C(=C\c2ccc(C)o2)C(=O)S1,1,-8,10,0,-4,17,-2,-9,-6,9,0
c1coc(-c2nnc3n2C2(CCCC2)Cc2ccccc2-3)c1,2,5,25,4,-1,6,-15,32,0,1,1
O=C(CSc1nnc(CNC(=O)c2ccco2)o1)Nc1cccc(C(F)(F)F)c1,-5,3,-3,4,15,-13,3,20,1,-3,-5
COc1ccccc1C(=O)NCCC(=O)N(C)CC(=O)Nc1ccc(C)cc1,-6,4,5,4,6,2,-9,4,2,0,4
Cc1cc(Oc2ccc(Cl)cc2)nc(-c2ccccn2)n1,-5,-4,1,16,-3,2,14,13,-16,12,-1
O=[N+]([O-])c1cccc(C(=Nc2ccccc2Cl)NO)c1,13,2,-11,-2,-15,-1,4,-11,1,23,-5
COc1cccc(C(=O)OCC(=O)Nc2nnc(-c3ccccc3)o2)c1,-8,1,-15,-2,-12,9,-13,8,0,-21,-15
# Continued:
SMILES,NR2F2 inh,ABHD5-PLIN5 inh,TROY NFkB inh,TLR9-MyD88 block,NCOA2 inhibitor,NR5A2 inv ag,SRC1 inh,SRC3 inh,Granule exo inh,TWEAK-Fn14 inh,NOD2 RIPK2 PPI
COc1cc2c(cc1[N+](=O)[O-])-c1ccc([N+](=O)[O-])cc1C2=NO,4,1,14,12,-65,22,-11,-10,8,21,7
Cc1ccc(NC(=O)C2CCCN(S(=O)(=O)c3c(C)noc3/C=C/N(C)C)C2)c(C)c1 (stereo not given),3,-4,36,3,-6,-18,8,-7,0,8,-12
CNC[C@@H]1Oc2cc(Br)ccc2S(=O)(=O)N([C@@H](C)CO)C[C@H]1C,5,7,-7,-4,12,-6,-10,-5,3,9,3
COc1ncccc1C(=O)N1CCC(n2nccc2NC(=O)CC(C)C)CC1,-7,-3,0,-16,-30,21,-17,1,2,-7,-12
COC(=O)[C@@H]1C[C@H]1[C@@H](NC(=O)c1ccccc1)c1ccccc1,-17,7,9,-3,-12,8,4,-13,2,20,-10
c1ccc(COc2ncnc3c2ncn3CCCN2CCN(c3ncccn3)CC2)cc1,11,4,-8,-2,15,15,3,15,1,-26,-13
CCOC(=O)CSc1nc2cc3c(cc2cc1C#N)OCO3,-46,5,-60,-12,-32,-130,-95,-62,0,-6,7
CCN(CC)S(=O)(=O)c1cccc(-c2nnc(SCc3nc4ccccc4s3)o2)c1,-15,1,57*,5,-38,-48,-55,-31,-3,49,-3
Cc1cc(NC(=O)CSc2nc(-c3ccco3)cc(C(F)(F)F)n2)no1,-4,-4,22,1,-21,29,-4,8,1,1,12
Cc1ccn2c(NC(=O)c3ccco3)c(-c3ccccc3)nc2c1,3,-2,-1,0,-6,10,-15,13,-4,-3,-5
O=C(Nc1cccnc1)c1cc(-c2ccc(F)cc2)on1,-16,-1,-49,2,-18,-4,-34,6,2,-5,-4
COC(=O)c1cc(C#N)c(SCc2ccccc2)nc1C,-1,-1,-50,-6,-63,3,-7,-6,-1,-31,1
Cc1cccc(C)c1OCC(=O)N/N=C/C=C/c1ccco1,3,21,-18,1,16,-30,9,17,-5,6,-9
CCOC(=O)c1ccccc1NC(=O)CSc1nnc(COc2ccccc2)n1CC,11,3,5,2,-20,13,-3,3,-6,-1,9
NC(=O)C1c2ccccc2CSc2ccccc21 (stereo not given),-2,0,-6,7,16,-24,-10,-15,2,-11,-2
Cc1ccc(C)c(N2CCN(S(=O)(=O)c3csc(C(N)=O)c3)CC2)c1,8,0,31,-10,-16,1,13,1,0,15,11
C[C@@H]1NS(=O)(=O)c2cc(Cl)ccc2O[C@@H]1c1ccccc1,3,-4,5,0,-8,-2,-5,15,-1,8,9
Cc1cc(C)n2nc(C(=O)Nc3ccc4c(c3)OCO4)cc2n1,-53,-1,17,2,-32,-196,-87,-97,-1,29,-6
Cc1ccc(OCC(=O)Nc2ccc(NC(=O)c3ccco3)cc2)c(C)c1,-3,1,-5,-7,-37,-13,-11,-47,27,2,2
Nc1ccc(C(=O)N/N=C/c2ccc(N3CCOCC3)s2)cc1,-22,-8,-5,3,-24,-17,-1,-4,-3,15,10
CCP(=O)(CC)c1cccc(N)c1,4,2,25,-7,12,0,-13,6,-2,-6,-5
COc1cc(C(O)c2nc(-c3cncnc3)cs2)ccc1F (stereo not given),9,-1,16,·,-11,2,8,-11,0,-8,4
O=C1c2ccccc2C(=O)N1Cc1cc(-c2ccccc2Cl)no1,27,11,-42,6,-11,-3,-14,-8,-1,15,-35
COc1ccc(C(=O)NC(NC(=S)Nc2ccc(S(N)(=O)=O)cc2)C(Cl)(Cl)Cl)cc1 (stereo not given),-10,4,10,5,7,4,-2,-2,-4,12,-3
O=c1ccc(-c2nc3ccccc3n2C(CCc2ccccc2)c2nc3ccccc3[nH]2)c[nH]1 (stereo not given),-15,-11,·,·,15,6,·,·,-1,·,-5
# (further entries)
SMILES,NR2F2 inh,ABHD5-PLIN5 inh,TROY NFkB inh,TLR9-MyD88 block,NCOA2 inhibitor,NR5A2 inv ag,SRC1 inh,SRC3 inh,Granule exo inh,TWEAK-Fn14 inh,NOD2 RIPK2 PPI
Cc1c(C2=CCN(S(=O)(=O)c3ccc(Br)cc3)CC2)c2ccccc2n1C,-3,-2,13,-7,13,-16,1,27,0,18,5
CCCc1[nH]nc2c1C(c1ccc(Br)s1)C(C#N)=C(N)O2 (stereo not given),·,13,-4,1,·,7,1,37,34,30,-2
CCN(CC)c1ccc(N2C(=O)c3ccccc3C2=O)cc1,6,-5,-48,-1,-21,12,-16,-26,0,-7,-3
COCCC(=O)NC1CCCc2c1cnn2-c1cccc(C)c1C (stereo not given),20,-4,-1,-4,21,4,4,7,-1,15,-4
Cc1ccc(C)n1-c1cc(S(=O)(=O)N2CCOCC2)ccc1N1CCCC1,9,8,-25,-3,9,3,5,-18,4,-18,-5
CC(C)[C@H](NC(=O)c1ccccc1Cl)C(=O)OCC(=O)NC(=O)NCc1ccco1,-16,8,10,-7,-42,-13,-5,5,-2,6,-3
CCCc1nc2ccccc2c(=O)n1/N=C/c1ccc(O)cc1,1,0,-10,4,17,12,-4,-1,3,-15,2
CC(C(=O)Nc1ccc(S(=O)(=O)N2CCOCC2)cc1)N(c1ccccc1)S(C)(=O)=O (stereo not given),1,-2,-4,4,-1,-1,10,-5,-2,6,-7
CC(C)(C)OC(=O)NC(CC(=O)OCc1ccccc1)C(=O)O (stereo not given),-3,-2,-4,1,-7,0,11,15,-1,-2,-4
COc1ccc(NC(=O)CSc2nnc(CNC(=O)COc3ccc(Cl)cc3)o2)c(OC)c1,4,-7,2,8,-8,21,13,13,-1,-2,-5
N=c1c2c(ncn1CCN1CCOCC1)Oc1cc(O)ccc1C2c1ccccc1 (stereo not given),-17,-2,10,6,6,5,11,22,-1,2,3
COc1ccc(-c2ccc(-c3noc(-c4cccc(OC)c4)n3)c(OC)n2)cc1,5,11,7,5,2,11,-3,15,1,-5,-6
CC(OC(=O)c1ccc(C#N)cc1)C(=O)Nc1ccc(Cl)cn1 (stereo not given),2,5,6,9,-2,14,-7,5,8,-2,-4
COC(=O)C1=C(N)Oc2c(oc(CO)cc2=O)C1c1c(F)cccc1Cl (stereo not given),-1,0,34,6,16,9,-1,16,0,10,-1
CN(c1ccc(-c2csc(NC(=O)C3CC(=O)N(Cc4ccco4)C3)n2)cc1)S(C)(=O)=O (stereo not given),1,10,9,-2,-20,-20,-7,11,2,17,-8
Cc1cc(C)n(CC(O)COc2ccc(Cl)cc2)n1 (stereo not given),-5,0,-14,-8,-57,-2,7,-9,-2,10,4
Cc1cc(Cl)c2c(c1)[C@]1(C(=O)N2)[C@@H]2C(=O)N(Cc3ccccc3)C(=O)[C@@H]2[C@@H]2CCCN21,9,0,18,-15,-5,-5,-2,-4,-4,22,3
COc1ccc(CCC(=O)N2c3ccccc3N=C(c3ccc(C(F)(F)F)cc3)C2C(=O)NC(C)C)cc1 (stereo not given),-9,-7,·,·,-50,-47,·,·,-3,·,8

# Bioassay records as filed in PubChem BioAssay.
